Kir21 inh = blocks the mouse Kir2.1 inward-rectifier potassium channel; HEK293-Kir2.1, FluxOR thallium flux fluorescence; hits give low values; P35561; 310,000 tested, 0.85% active; AID 1672; B-score at 10 µM;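 active = fluorescence ratio B-score at or below minus 3 SD of library scores, with starting-brightness B-score within 2 SD, cut at about -4.2 in these data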;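 note: channel flux triggered by added potassium and thallium sulfate stimulus; B-score of peak minus minimum fluorescence over baseline after thallium stimulus; more negative B-score means stronger Kir2.1 block with less thallium influx; some compounds called inactive have numbers as strong as hits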
KCNQ2 inh = KCNQ2 channel blockers in CHO-K1 cells – cell-based, FluxOR thallium flux, B-score, primary screen (AID 2156); O88943; 20 min; hits give low values; B-score at 10 µM; 310,000 tested, 1.1% active;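 active = fluorescence ratio B-score at most minus 3 library SDs, with starting brightness B-score within 2 library SDs, cut at about -5.5 in these data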
Target sequence (O88943 whole entry, looked up): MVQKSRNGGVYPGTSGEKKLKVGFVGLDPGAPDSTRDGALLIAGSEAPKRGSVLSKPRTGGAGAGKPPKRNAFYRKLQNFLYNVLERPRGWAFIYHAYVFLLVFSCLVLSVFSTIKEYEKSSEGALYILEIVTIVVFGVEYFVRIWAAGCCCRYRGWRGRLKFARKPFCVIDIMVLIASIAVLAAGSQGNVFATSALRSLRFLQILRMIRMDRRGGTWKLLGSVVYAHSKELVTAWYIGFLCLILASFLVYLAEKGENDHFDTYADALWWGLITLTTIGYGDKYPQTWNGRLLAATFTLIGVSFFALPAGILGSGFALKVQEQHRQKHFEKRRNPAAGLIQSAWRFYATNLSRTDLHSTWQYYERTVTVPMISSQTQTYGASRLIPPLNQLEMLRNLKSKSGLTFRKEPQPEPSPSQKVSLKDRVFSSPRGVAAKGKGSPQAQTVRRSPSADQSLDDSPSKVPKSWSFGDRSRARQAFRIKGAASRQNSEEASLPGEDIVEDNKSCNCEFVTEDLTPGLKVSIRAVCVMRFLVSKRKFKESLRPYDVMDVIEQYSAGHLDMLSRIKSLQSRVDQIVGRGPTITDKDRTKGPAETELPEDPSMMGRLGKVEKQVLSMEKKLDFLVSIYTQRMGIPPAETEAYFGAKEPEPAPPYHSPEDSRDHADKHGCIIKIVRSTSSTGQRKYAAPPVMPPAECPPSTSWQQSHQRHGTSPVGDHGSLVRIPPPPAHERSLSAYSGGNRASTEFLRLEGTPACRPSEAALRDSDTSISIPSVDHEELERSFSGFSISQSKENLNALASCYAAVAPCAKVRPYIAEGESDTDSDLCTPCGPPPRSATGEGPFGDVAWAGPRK
Starred values were filed as active, the others as inactive; i = inactive.

SMILES	Kir21 inh	KCNQ2 inh
COc1ccc(NC(=O)c2cc(F)cc(F)c2)cc1Cl	-0.9	i
N#Cc1cnc2cc(-c3ccccc3)nn2c1N	0.49	i
O=C(CC(SCCO)c1ccc(F)cc1)c1ccco1 (stereo unspecified)	1.88	i
COc1cc(NC(=O)Nc2c(C)n(C)n(-c3ccccc3)c2=O)cc(OC)c1OC	0.08	i
Cc1cc(NC(=O)Cc2ccccc2)nc2c1c(=O)oc1ccccc12	1.11	i
CCc1ccc(C(=O)NNC(=S)Nc2ccc(S(N)(=O)=O)cc2)s1	0.21	i
CC(C)NC(=S)N/N=C/c1ccc2c(c1)OCCO2	-0.96	i
CC(C)(C)/C(O)=C/c1nc2cc(Cl)ccc2oc1=O	-0.39	i
O=C(NC(=S)N1CCN(c2nc(-c3ccccc3)cs2)CC1)c1cncc(Br)c1	-0.57	i
O=C(NCc1ccccc1OC(F)(F)F)C1CCC(=O)N(CCc2ccccn2)C1 (stereo unspecified)	-0.13	i
CC(C)n1nnnc1SCC(=O)NNC(=O)C1CCCCC1	2.19	i
COC(=O)/C(C#N)=C/c1c[nH]c2ccccc12	-0.04	i
O=C(NCc1ccco1)C12CN(Cc3ccccc3)CC1C(c1cccc([N+](=O)[O-])c1)=NO2 (stereo unspecified)	0.01	i
CCCOc1ccc(NC(=O)CC2C(=O)N(CC)C(=S)N2Cc2cccs2)cc1 (stereo unspecified)	-0.97	i
COc1ccc(NC(=S)NC(=O)c2cncc(Br)c2)c(OC)c1	0.05	i
COc1cccc(NS(=O)(=O)c2ccc3[nH]cc(C(=O)NCCCOC(C)C)c(=O)c3c2)c1	0.13	i
CCOC(=O)C(C)OC(=O)C1=C(C)NC(=O)NC1c1ccc2c(c1)OCO2 (stereo unspecified)	-0.24	i
CC(=O)N(CCC1(C(C)C)CCOC(C)(C)C1)Cc1ccco1 (stereo unspecified)	0.52	i
C#CCN(C)CC/C=C1\c2ccccc2CSc2ccccc21	-0.82	-5.99*
COc1cc(NS(=O)(=O)c2ccc(NC(=O)c3ccc(C)o3)cc2)nc(OC)n1	0.43	i
O=C(Nc1ccc2c(c1)C(=O)NC2=O)c1ccccc1	0.09	i
CNC(=O)c1ccsc1NC(=O)c1sc2ccccc2c1Cl	2.4	i
CC1CCCCN1S(=O)(=O)c1ccc([N+](=O)[O-])cc1 (stereo unspecified)	-0.68	i
COC(=O)c1ccccc1NC(=O)CSc1nnc(-c2ccc(C)cc2)o1	1.37	i
O=C(NCc1ccccc1)/C(=C/c1ccco1)NC(=O)c1ccco1	-1.54	i

The last 7 records of the section before lead into the next:
SMILES	Kir21 inh	KCNQ2 inh
C#CCN(C)CC/C=C1\c2ccccc2CSc2ccccc21	-0.82	-5.99*
COc1cc(NS(=O)(=O)c2ccc(NC(=O)c3ccc(C)o3)cc2)nc(OC)n1	0.43	i
O=C(Nc1ccc2c(c1)C(=O)NC2=O)c1ccccc1	0.09	i
CNC(=O)c1ccsc1NC(=O)c1sc2ccccc2c1Cl	2.4	i
CC1CCCCN1S(=O)(=O)c1ccc([N+](=O)[O-])cc1 (stereo unspecified)	-0.68	i
COC(=O)c1ccccc1NC(=O)CSc1nnc(-c2ccc(C)cc2)o1	1.37	i
O=C(NCc1ccccc1)/C(=C/c1ccco1)NC(=O)c1ccco1	-1.54	i
O=C(/C=C/c1ccc(F)cc1)Nc1ccc2[nH]c(=O)[nH]c2c1	0.07	i
COC(=O)c1ccc(/C=N/N2CCN(Cc3ccc(Cl)cc3)CC2)cc1	0.06	i
CCCCC(=O)Nc1cccc(NC(=S)NC(C)=O)c1	0.56	i
CN(C)/C=N/C(=S)Nc1ccc(Cl)c(Cl)c1	-1.81	i
CC(C)n1c(CN(C)c2ccccc2)nc2ccccc21	-3.49	i
COc1ccc(C(C(=O)NC2CCCCC2)N(C(=O)c2sc(C)nc2C)c2ccccc2)cc1 (stereo unspecified)	-0.49	i
CCOc1ccc(-c2nc(C#N)c(N3CCCCCC3)o2)cc1	-1.92	i
Cc1nn(Cc2cccc(Oc3ccccc3)c2)c(C)c1NC(=O)NC12CC3CC(CC(C3)C1)C2	-0.05	i
Cc1cc(C)cc(NC(=O)C2CCCN2C(=O)Oc2ccccc2)c1 (stereo unspecified)	0.55	i
Cn1c(O)c(N=NC(=O)Cn2c(C(F)(F)F)nc3ccccc32)c2ccccc21	1.28	i
Cc1sc(NC(=O)CSc2nnc(-c3ccc(F)cc3)o2)c(C#N)c1C	-0.26	i
COc1ccc2nc3c(c(-c4ccccc4)c2c1)CCC3	-1.71	i
COc1cc2c(cc1OC)C(c1c(Cl)cccc1Cl)NC(=O)C2 (stereo unspecified)	0.52	i
CC(=O)Nc1nc2ccccc2n1CCOc1ccccc1Cl	-0.17	i
CN(Cc1ccccc1F)C(=O)CCCNC(=O)c1ccc(Cl)cc1	-0.9	i
O=C1NCC(c2ccccc2)C1C(=O)N/N=C\c1ccc(-c2cccc(Cl)c2Cl)o1 (stereo unspecified)	0.15	i
CC(=O)c1c(N2CCOCC2)nc(=O)n(-c2ccccc2)c1C	-1.11	i
Cc1ccc(CCNC(=O)CNC(=O)c2cccs2)cc1	-1.33	i
CC(C)(C)c1nnc(NC(=O)Cc2ccccc2[N+](=O)[O-])s1	-0.66	i
NCCOc1cnn(-c2ccccc2Cl)c(=O)c1Cl	-1.2	i
CCOc1nc(NCCC2=CCCCC2)nc(N2CCOCC2)n1	0.85	i
CCOc1cc(N2CCOCC2)c(OCC)cc1NC(=O)CN1C(=O)NC(CC(C)C)C1=O (stereo unspecified)	-0.04	i
Cc1cc(-c2csc(NC(=O)c3ccc(S(=O)(=O)N(C)C)cc3)n2)c(C)n1-c1ccccc1	1.55	i
COc1ccc(S(=O)(=O)N(CCc2ccccc2)CC(=O)N/N=C/c2ccc3c(c2)OCO3)cc1	0.04	i
CC(C)N1CC(C(=O)Nc2cccc([N+](=O)[O-])c2)CC1=O (stereo unspecified)	0.28	i
(further entries)
SMILES	Kir21 inh	KCNQ2 inh
O=C(Nc1ccc(Cl)cc1)Nc1ccc(N2CCCC2)c(S(=O)(=O)Nc2ccccc2Cl)c1	-0.04	i
CCOc1ccc(CCNC(=O)C2CCN(S(=O)(=O)N3CCOCC3)CC2)cc1OCC	2.05	i
CCCOc1ccc(-c2c(C(=O)N/N=C/c3ccco3)nnn2-c2nonc2N)cc1	0.52	i
NS(=O)(=O)c1cccc(NC(=O)CC2(CC(=O)O)CCCC2)c1	0.04	i
COC(=O)c1ccc(-n2c(C)nc(=O)c(-c3ccccc3)c2C)cc1	1.16	i
CCCCNC(=O)C1CCN(c2nc(OC)nc(OC)n2)CC1	0.99	i
O=C(O)CCC(=O)N1CCc2c([nH]c3ccccc23)C1C(F)(F)F (stereo unspecified)	1.11	i
COc1cc(C(=O)NCCCNc2nc3cc(C)cc(C)c3cc2C#N)cc(OC)c1OC	-1.3	i
NS(=O)(=O)c1ccc(CNC(=O)c2scc3c2CCCC3)cc1	-1.01	i
N#C/C(=C/c1cc(Cl)c(O)c(Cl)c1)C(=O)N1CCCCC1	2.27	i
COCCNC(=O)c1cc2c(s1)-c1ccc(Cl)cc1SC2	0.4	i
O=C(COC(=O)c1cccc(Cl)c1)Nc1cc(Cl)ccc1Oc1ccccc1	0.43	i
O=C(c1cc2cc(Cl)ccc2[nH]1)N1CCN(c2ccccn2)CC1	-0.02	i
CCOC(=O)c1c(C)[nH]c(C)c1S(=O)(=O)NCCc1sccc1C	-1.29	i
CC(NC(=O)C1CCCC1)c1ccc(Br)cc1 (stereo unspecified)	2.4	i
CCCCN(C(=O)c1c(CC)noc1C)c1c(N)n(CCCC)c(=O)[nH]c1=O	-0.84	i
Cc1ccc(/C=N/N2CCN(Cc3ccccc3)CC2)s1	-1.41	i
CCN1C(=NCC(C)C)N[C@@H](CCc2ccccc2)[C@H](C(=O)NCC(C)C)[C@H]1C	-2.56	i
CCOC(=O)C1=C(C)Nc2nnnn2C1c1ccc(OC)c(Br)c1 (stereo unspecified)	0.33	i
O=C(O)c1ccccc1C(=O)c1ccc(Oc2ccccc2)cc1	-0.94	i
Cc1ccc(NC(=O)COC(=O)c2cc(Cl)ccc2[N+](=O)[O-])cc1	-0.51	i
CCS(=O)(=O)N1Cc2ccccc2CC1C(=O)N1CCN(c2ccccc2)CC1 (stereo unspecified)	-0.39	i
Cc1nc2sc3c(O)cc(=O)[nH]c3c2c(C)c1C	0.52	i
O=C(Nc1nnc(SCc2ccc(Cl)cc2)s1)c1cnccn1	0.23	i
CCOC(=O)NC(NC(=O)OCC)C(=O)c1ccc(F)cc1	1.01	i
New compounds follow
SMILES	Kir21 inh	KCNQ2 inh
Cc1csc2nc(CSc3nncn3-c3ccccc3)c(Br)n12	-0.81	i
CCOc1cc(S(=O)(=O)NCc2ccccn2)c(C)cc1C	-4.71*	i
CCC1CCc2c(sc(NC(=O)CSc3nc(-c4ccco4)cc(C(F)(F)F)n3)c2C#N)C1 (stereo unspecified)	-0.99	i
COCCCNC(=S)NC(=O)c1ccccc1	0	i
COc1ccc(NC(=O)N2c3ccccc3C(C)=CC2(C)C)cc1	-2.28	i
Cc1ccc(/C=C(\NC(=O)c2ccccc2)C(=O)NCC2CCCO2)o1 (stereo unspecified)	1.26	i
Cc1ccccc1C(=O)O/N=C1\CCS(=O)(=O)c2sccc21	-0.6	i
C#CCSc1ncc(S(=O)(=O)c2ccccc2)c(=O)[nH]1	0.35	i
COC(=O)C1CCN(C(=O)NC2CCCCC2)CC1	2.28	i
C/C(=N\NC(=O)c1ccoc1C)c1ccccc1O	-1.17	i
COc1ccc(-c2oc(NC(=O)CCl)c(C#N)c2-c2ccc(OC)cc2)cc1	-0.02	i
CCOc1ccc(-c2nc(N)ncc2Oc2ccc(OC)cc2)c(O)c1	0.69	i
N#CC(c1ccc(O)cc1)N1CCOCC1 (stereo unspecified)	-0.27	i
O=C(Cc1ccc(NC2=NC3CS(=O)(=O)CC3S2)cc1)NCc1ccc(Cl)cc1 (stereo unspecified)	-1.12	i
O=C(CSc1nnnn1C1CCCCC1)NCc1ccccc1	-0.7	i
Nc1nc(SCCO)[nH]c(=O)c1NC(=O)c1ccccc1F	-1.68	i
CCOc1ccc(NC(=O)C2CCN(S(=O)(=O)CC)CC2)cc1	1.61	i
Cc1ccc(N2C(=O)C3CCC(C)(C2=O)C3(C)C)cc1C (stereo unspecified)	0.25	i
C=C(C)c1cccc(C(C)(C)NC(=O)N2CCOCC2)c1	2.17	i
CCOC(=O)C1=C(C)NC(C)=C(C(=O)OCC)C1/C=C/c1ccccc1OC	0.7	i
Cc1nc2cccc(C(=O)Oc3ccc([N+](=O)[O-])cc3)c2o1	0.02	i
CCN1CCN(Cc2coc3ccc(C)cc3c2=O)CC1	1.05	i
Cc1ccc(N(C(=O)CNC(=O)c2cccs2)C(C(=O)NC2CCCC2)c2ccncc2)cc1 (stereo unspecified)	-0.17	i
CCc1nnc(NC(=O)Cc2ccc(OC)c(OC)c2)s1	-0.27	i
CO/N=C(\c1nonc1N)N1CCN(c2ccc([N+](=O)[O-])cc2Cl)CC1	-0.31	i

Full records, quoted from the list. Screens in order: Kir21 inh, KCNQ2 inh
Record of `Cc1nc2cccc(C(=O)Oc3ccc([N+](=O)[O-])cc3)c2o1` : 0.02, i
Record of `Cc1ccccc1C(=O)O/N=C1\CCS(=O)(=O)c2sccc21` : -0.6, i
Record of `Cc1ccc(N2C(=O)C3CCC(C)(C2=O)C3(C)C)cc1C` (stereo unspecified) : 0.25, i

(continued)
SMILES	Kir21 inh	KCNQ2 inh
CSc1ncccc1C(=O)OCC(=O)c1cc(C)n(CC2CCCO2)c1C (stereo unspecified)	-0.01	i
CCN(CC)c1ccc(N=Nc2ncn[nH]2)cc1	0.46	i
CC1(C)Oc2ccc3ccc(=O)oc3c2-c2cn[nH]c21	-1.05	i
CN(C)C(C(=O)Nc1cc(Cl)cc(Cl)c1)c1ccccc1 (stereo unspecified)	-2.47	-8.27*
COc1cc(C(=O)N/N=C(\C)c2ccccn2)cc(OC)c1OC	-0.56	i
COc1cc(C=C2C(=O)c3ccccc3C2=O)ccc1O	0.99	i
CC(C)(C)OC(=O)N[C@@H](COCc1ccccc1)C(=O)N[C@@H](CO)[C@H](O)[C@@H]1C[C@@H]1C(=O)N1CCCC1	0.08	i
CCOC(=O)c1sc(NC(=O)c2sccc2C)cc1C	1.4	i
COc1cccc(COCC(O)CN2CCC(C(N)=O)CC2)c1 (stereo unspecified)	-0.72	i
COc1ccccc1N1C(=O)CSC1=NC(=O)c1ccccc1	1.51	i
Cc1nn(-c2ccccc2)c(N)c1C1(O)C(=O)Nc2ccccc21 (stereo unspecified)	-1.43	i
CCc1cc2cc(C(=O)Nc3ccc(F)cc3)sc2s1	-1.49	i
O=C1CCC/C(=N/NC(=O)C2CCN(S(=O)(=O)c3cccs3)CC2)C1	-0.81	i
O=C(COC(=O)c1cccc(S(=O)(=O)N2CCN(c3ccc(F)cc3)CC2)c1)NCC1CCCO1 (stereo unspecified)	-1.03	i
Fc1ccc(-c2nnc3n2CCCCC3)cc1	0.26	i
CCOC(=O)C1(Cc2ccccc2)CCN(Cc2ccc(C3CCCCO3)s2)CC1 (stereo unspecified)	-0.85	i
CCCOP(=O)(c1ccc(N(C)C)cc1)C(O)c1cccnc1 (stereo unspecified)	2.14	i
Cc1cc(C)n(-c2ccc(C(=O)NCc3ccc(F)cc3)cc2)n1	-9.94*	i
COC(=O)C1=C(C)Nc2nnnn2C1c1cc(OC)ccc1OC (stereo unspecified)	1.09	i
